# Source: PubChem BioAssay
# ARFGAP1 inhibitor = inhibitors of rat ARFGAP1; Q62848; Arfgap1-stimulated ARF1 GTP hydrolysis, GDP FP detection; inhibition, % at 16.5 µM; AID 651572; 360,000 compounds, 0.26% hits;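 active = inhibition above a per-plate limit, mean inhibition of low control wells plus 3 SD, cut at about 25% in these data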;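 note: 0% = DMSO wells with enzyme and 100% = wells lacking Arfgap1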
#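 Material: rat Arfgap1 catalytic domain, aa 1-136; also added: human ARF1(Δ1-17)-GTP substrate; compound dosing: one concentration, 16.5 µM, DMSO 1.26%; incubation: GTP hydrolysis reaction 2 h at 25 °C; measured by: Tracer-displacement fluorescence polarization with EDTA stop, 620/688 nm; evaluation: % inhibition from polarization; repeats: one replicate per compound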
# TDP2 inh = TDP2 (human) inhibition, absorbance primary screen; AID 720702; O95551; 370,000 compounds, 0.34% hits; recombinant TDP2, T5PNP hydrolysis, p-nitrophenol absorbance 415 nm; inhibition, % at 12.8 µM;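 active = inhibition above the mean of all tested compounds plus 3 SD, set per campaign, cut at about 25% in these data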;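 note: 0% = DMSO with enzyme and 100% = buffer with substrate but no TDP2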
# Target sequence (O95551 whole entry, looked up): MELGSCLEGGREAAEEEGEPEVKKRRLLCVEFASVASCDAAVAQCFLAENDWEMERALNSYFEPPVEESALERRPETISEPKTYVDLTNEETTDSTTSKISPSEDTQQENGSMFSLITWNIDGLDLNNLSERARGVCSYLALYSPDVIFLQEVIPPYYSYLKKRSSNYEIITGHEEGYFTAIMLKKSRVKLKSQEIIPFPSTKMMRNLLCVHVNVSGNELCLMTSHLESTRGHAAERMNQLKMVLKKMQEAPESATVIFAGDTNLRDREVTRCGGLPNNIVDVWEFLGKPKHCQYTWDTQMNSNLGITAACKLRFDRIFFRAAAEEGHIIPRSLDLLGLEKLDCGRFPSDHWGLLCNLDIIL
#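 Incubation: 2 h at 37 °C; Test system: recombinant human TDP2; Quantity: enzyme 120 nM; Read-out basis: percent inhibition; Medium: 50 mM Tris-HCl pH 7.5 with Mg2+, KCl, DTT, BSA; Repeats: single replicate; Compound: 12.8 µM single point, 1% DMSO; Signal: epi absorbance; Reagent: 5 mM T5PNP chromogenic substrate; Benchmarks: no-enzyme high, DMSO-plus-enzyme low.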
# ADAM17 inh = ADAM17 inhibition, QFRET primary screen | P78536 | AID 720648 | inhibition, % at 6.95 µM | recombinant ADAM17, EDANS/DABCYL FRET peptide cleavage | 370,000 compounds, 0.83% hits;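 active = inhibition above the mean of compounds lying between control limits plus 3 SD, set per campaign, cut at about 8.5% in these data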;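 note: 0% = DMSO-only wells as the low control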
# Target sequence (P78536 215-824 limits assumed): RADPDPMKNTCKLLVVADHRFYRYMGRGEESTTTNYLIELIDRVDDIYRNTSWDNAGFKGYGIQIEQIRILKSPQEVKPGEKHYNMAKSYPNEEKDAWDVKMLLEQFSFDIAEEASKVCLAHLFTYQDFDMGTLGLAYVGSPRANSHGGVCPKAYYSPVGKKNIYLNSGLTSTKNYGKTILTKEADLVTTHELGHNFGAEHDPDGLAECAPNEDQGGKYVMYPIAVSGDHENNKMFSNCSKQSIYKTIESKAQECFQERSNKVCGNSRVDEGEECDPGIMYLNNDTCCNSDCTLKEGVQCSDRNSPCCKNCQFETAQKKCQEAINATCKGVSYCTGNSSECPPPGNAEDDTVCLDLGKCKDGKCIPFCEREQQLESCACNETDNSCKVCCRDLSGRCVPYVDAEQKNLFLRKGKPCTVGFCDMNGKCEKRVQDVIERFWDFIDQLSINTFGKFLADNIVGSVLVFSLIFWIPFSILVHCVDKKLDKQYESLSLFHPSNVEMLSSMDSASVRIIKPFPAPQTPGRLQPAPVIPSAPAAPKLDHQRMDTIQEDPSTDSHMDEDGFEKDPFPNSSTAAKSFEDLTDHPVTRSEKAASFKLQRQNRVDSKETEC
# ADAM10 inh = ADAM10 inhibition, QFRET primary screen. O14672. recombinant ADAM10, EDANS/DABCYL FRET peptide cleavage, 3 h. inhibition, % at 7 µM. 370,000 compounds, 0.62% hits. AID 720582;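 active = inhibition above a per-campaign cutoff equal to the mean of compounds falling between control-based bounds plus 3 SD, cut at about 20% in these data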;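 note: 0% = DMSO wells while the 100% control is not disclosed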
# ASAP1 inh = inhibitors of human ASAP1 ArfGAP activity; Q9ULH1; ASAP1-stimulated ARF1 GTP hydrolysis, GDP FP detection; inhibition, % at 16.5 µM; 360,000 compounds, 0.19% hits; AID 624377; in the data active = inhibition above about 25%;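 note: 0% = vehicle with enzyme and substrate and 100% = no enzyme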
# Tn6 DDE FP = inhibitors of Tn6 peptide binding to human fibrin DD(E); P02675; Fibrin DD(E) TRITC-Tn6 fluorescence polarization displacement; inhibition, % at 8.3 µM; 370,000 compounds, 0.21% hits;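 active = inhibition above a per-campaign cutoff: mean of compounds within control limits plus 3 SD, cut at about 15% in these data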;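 note: 0% = median of all compound wells on the plate and 100% = blocking peptide control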
# LEDGF integ inh = blocks HIV-1 LEDGF/p75-dependent DNA integration. 370,000 compounds, 0.64% hits. inhibition, % at 3.7 µM. TR-FRET IN-LEDGF/p75 DNA integration, Eu/Cy5;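 active = inhibition above the screen-wide mean plus 3 SD, cut at about 13% in these data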;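 note: signal is the Cy5 over europium emission ratio at 671 and 618 nm; 0% = plate median of compound wells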
# DDE Tn7 FP inh = DD(E)-Tn7 binding inhibition, primary FP screen; inhibition, % at 8.3 µM; 370,000 compounds, 0.13% hits; P02675; FP displacement of FITC-Tn7 peptide from fibrin DD(E); 0% = median of compound wells per plate;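 active = inhibition above the mean of compounds falling within the control limits plus 3 SD of them, cut at about 14% in these data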;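 note: 0% = plate median of compound wells and 100% = 10 µM Aha-Tn7 peptide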
#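 Assay system: Human fibrin DD(E) protein | Medium: Tris buffer with calcium and detergent, pH 7.8 | Reagent: 0.1 µM fluorescent Tn7 | Compound dosing: Single point at 8.3 µM | Times: 10 min preincubation, 3 h with tracer, room temperature | Detection: Fluorescence polarization of the labelled Tn7 tracer | Controls: Aha-Tn7 high control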
# KLK7 zymogen act = activators of human kallikrein-7 zymogen | P49862 | purified proKLK7, EDANS-DABCYL substrate fluorescence; 100% is mature enzyme control, 0% vehicle | activation, % at 7 µM | 370,000 compounds, 0.9% hits | AID 652039;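 active = activation above the mean of all tested compounds plus 3 SD, computed per campaign excluding outliers beyond control limits, cut at about 13% in these data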
# PLCg1 inh = inhibitors of human phospholipase C gamma1. 370,000 compounds, 0.84% hits. inhibition, % at 12.2 µM. purified PLC-gamma1, fluorogenic substrate, fluorescence. AID 720700. P19174; in the data active = inhibition above about 9.5%
# Starred values were filed as active, the others as inactive; i = inactive; / = not tested or not shown. An unsorted share of the library. About 4.2% of those tested had a hit in this group.
SMILES,ARFGAP1 inhibitor,TDP2 inh,ADAM17 inh,ADAM10 inh,ASAP1 inh,Tn6 DDE FP,LEDGF integ inh,DDE Tn7 FP inh,KLK7 zymogen act,PLCg1 inh
Cc1cc2ccccn2c1C(=O)c1ccc(S(=O)(=O)N(C)C)cc1,-4.0,4.6,1.3,3.9,9.3,5.1,0.4,0.9,-0.4,1.0
O=C(COc1ncnc2ccccc12)Nc1cc(S(=O)(=O)N2CCOCC2)ccc1Cl,3.2,3.8,-4.8,-4.7,6.1,2.6,0.7,7.1,-1.0,-0.1
Cc1c(N=C2N=C(NC(=O)c3cccs3)c3ccccc32)c(=O)n(-c2ccccc2)n1C,-11.8,11.0,-6.3,-1.5,-3.6,-11.0,-2.2,-6.6,0.3,-1.5
COc1ccc(S(=O)(=O)N(CCC#N)Cc2ccco2)cc1OC,-1.9,-6.7,-1.8,5.2,-10.7,-0.3,0.3,0.3,0.2,3.3
O=C(O)c1sc2cccc(Cl)c2c1Cl,-2.0,-2.7,0.7,7.9,-1.1,-0.8,10.0,6.3,0.1,0.6
C/C(=N/OC(=O)c1c(-c2c(Cl)cccc2Cl)noc1C)c1cnccn1,3.5,8.5,-6.3,1.9,-0.3,-6.2,-4.0,2.1,0.1,-1.1
CN1C(=O)NC(c2ccccc2)C2=C1CN(Cc1ccco1)C2=O (configuration not stated),7.1,1.1,-1.1,-13.1,-7.6,1.9,0.8,0.7,0.5,-0.3
CC1CN=C(NC(=O)c2cccc([N+](=O)[O-])c2)S1 (configuration not stated),-4.6,-5.6,-4.4,-5.1,-3.0,5.6,2.2,1.7,-0.4,0.8
CCOC(=O)N(C)[C@H]1C[C@H]2c3[nH]c4c(-c5ccc6c(c5)OCO6)cccc4c3CCN2C(=O)[C@H]1[C@H](C)O,/,-1.7,-1.9,-6.0,/,-0.1,-3.2,-3.3,1.4,-16.1
COc1ccc(S(=O)(=O)N2CCC(C(=O)N3CCN(C)CC3)CC2)cc1OC,7.8,-9.6,-1.9,3.8,-8.6,4.9,5.9,-5.8,-0.7,5.2
CCCCN(C(=O)c1ccc2c(c1)S(=O)(=O)N=C1CCCCCN12)c1c(N)n(CC(C)C)c(=O)[nH]c1=O,0.5,-0.3,-6.2,-10.1,10.9,2.6,-10.1,2.6,-0.9,-2.4
CCCc1nc2ccccc2c(=O)n1NC(=O)c1c(O)c2ccccc2n(C)c1=O,-4.2,-19.5,-2.2,10.4,5.3,-5.6,-0.2,3.7,-0.2,0.9
O=C(CCl)N=c1sccn1Cc1ccc(Cl)cc1Cl,4.8,3.6,2.2,-1.6,-7.8,3.4,0.0,2.0,0.7,-1.3
COc1cccc(COC(=O)c2sc3nc4n(c(=O)c3c2C)CCC4)c1OC,7.8,11.3,-0.9,-4.4,1.1,5.3,2.6,-5.2,-0.3,0.0
COc1cc(OC)cc(C(=O)N[C@H](C(=O)Nc2nnc(C3CC3)s2)C(C)C)c1,5.9,-3.0,1.2,0.8,-6.6,-4.8,3.5,-7.5,0.5,0.7
Cc1ccc(S(=O)(=O)N2CCN(C(=O)c3ccccc3OCc3c(C)noc3C)CC2)cc1,8.1,-2.1,0.8,-7.8,-6.2,2.7,-2.5,-2.5,0.5,-1.9
O=c1c2ccccc2oc2nc(-c3ccco3)n(-c3ccccc3)c(=O)c12,7.4,6.1,-5.8,-8.0,11.2,4.9,3.4,1.8,0.4,1.0
CN(C1CCCCC1)S(=O)(=O)c1ccc(S(=O)(=O)N2CCN(CCC#N)CC2)cc1,5.2,-6.2,-1.4,-10.5,-2.7,-4.5,-5.0,9.0,0.5,2.7
CCOC(=O)COc1ccc(/C=C2/C(=O)NN(c3ccc(F)cc3)C2=O)cc1OC,8.1,-1.2,0.7,-6.6,-14.4,-3.8,-2.8,-3.5,0.3,4.3
COc1ccccc1CNC(=O)CCC(=O)Nc1nnc(C(C)C)s1,17.1,3.6,-2.4,-3.9,-3.9,-5.8,0.4,4.0,-0.2,0.9
O=C(NCc1c(O)ccc2ccccc12)c1ccccc1,7.1,-12.1,0.7,14.0,14.5,-11.8,-1.0,0.4,-0.6,-1.5
COc1ccc(C(=O)N/N=C(\C)CC(=O)Nc2ccc(N(C)C)cc2)c(OC)c1,9.7,-1.5,1.7,5.7,-6.0,-2.2,-2.5,-4.7,0.4,0.0
Cc1cc(C)c(C)c(S(=O)(=O)NCc2ccc(C(=O)N3CCCC3)cc2)c1C,-3.7,-8.8,-1.1,3.6,-0.6,2.3,4.7,6.1,-0.7,-0.8
Cc1ccccc1-c1nc2cc(N)ccc2o1,13.3,11.8,-26.6,-64.9,3.2,-0.6,-2.6,6.0,4.2,i
CN(CC(=O)NCCc1ccc(F)cc1)Cc1cccs1,11.1,-1.2,-1.1,6.2,2.7,-5.9,3.7,-3.4,0.0,1.4
N#CC1=C(Nc2ccccc2Cl)SC(c2ccccc2O)NC1=O (configuration not stated),0.2,10.4,-3.9,-2.9,8.6,-10.1,-2.5,-5.1,0.1,-25.2
Cc1ccc(C(=O)N2CCN(c3ccc(NC(=O)c4ccc5c(c4)OCCO5)cc3)CC2)cc1,11.6,-7.7,0.0,-13.0,-1.2,-12.6,-3.1,-4.3,1.2,-0.4
COCCNC(=O)/C(C#N)=C/c1cn(CC(=O)NCc2ccco2)c2ccccc12,0.7,-8.3,-5.6,-7.2,0.8,-13.4,-7.0,1.7,74.8*,-5.9
NC(=O)c1ccc(NC(=O)COC(=O)CC2CC3CCC2C3)cc1 (configuration not stated),11.3,8.9,-1.6,-6.1,9.7,-1.8,-3.7,-5.7,0.0,-0.9
O=C(CN1CCN(Cc2ccccc2)CC1)Nc1ccc(Br)cc1,2.2,4.1,-4.9,-5.3,-12.1,-1.8,-3.7,10.8,0.2,-2.2
Cc1nc2ccc([N+](=O)[O-])cc2c(=O)n1Cc1ccccc1Br,-1.4,-7.1,-4.0,5.7,-5.8,-0.8,-0.3,1.2,-0.2,-2.4
O=C(CN1CCC(C(=O)c2cccc(Cl)c2)CC1)Nc1ccc(C(=O)O)cc1,-5.5,-0.6,-3.5,-1.5,4.1,-1.3,-7.3,6.4,-0.1,-1.6
Cc1ccc(S(=O)(=O)N[C@H](CO)C(C)C)cc1,15.1,-12.4,-1.1,-4.8,7.6,1.3,4.5,-7.8,-0.3,0.5
CCCCC(c1nnnn1CC1CCCO1)N1CCN(c2nc3ccccc3s2)CC1 (configuration not stated),-3.9,-10.1,3.0,-1.5,-4.3,4.4,3.0,3.6,0.1,4.7
COc1ccc2cc(C(=O)O)n(CC(=O)c3ccccc3)c2c1,9.2,0.1,-3.7,-3.9,-0.8,0.7,-3.4,-0.1,-0.6,-0.7
CSCCC(NS(=O)(=O)c1ccc2c(c1)OCCO2)C(=O)N(C)Cc1ccc(C)cc1 (configuration not stated),17.0,-2.6,-3.9,5.8,9.4,-0.2,-0.4,-3.1,1.1,-2.9
CS(=O)(=O)N(CC(=O)Nc1ccccc1Cl)c1ccc(Cl)cc1,11.7,-19.5,1.4,-5.7,20.8,-10.1,-7.4,3.7,-0.2,8.6
O=C(CSc1nnc(N2CCCC2)n1-c1cccc(Cl)c1)N1CCN(c2ccccn2)CC1,1.7,5.5,-5.1,-10.8,-6.1,-0.8,-2.1,-3.1,0.7,-4.7
COc1ccc(NC(=O)NCc2cccnc2)cc1OC,-4.3,5.1,-3.1,-10.8,3.8,2.2,-5.4,1.6,-0.6,-1.0
CCn1cc(C(=O)NCCCN2CCC(C)CC2)c(=O)c2cc(S(=O)(=O)N3CCCC3)ccc21,-1.5,-2.6,-3.0,-12.8,6.2,-6.0,-2.5,-0.6,0.0,6.7
COCC(C)n1c(C)cc(C(=O)COC(=O)c2nn(C)c(=O)c3ccccc23)c1C (configuration not stated),10.4,4.3,-0.4,-8.9,-1.1,-3.9,2.4,4.8,0.7,-0.4
CCOC(=O)C1CCCN(C(=O)COc2ccc(C(C)(C)C)cc2)CC1 (configuration not stated),1.5,-11.8,3.4,2.6,-7.8,6.1,-1.0,6.0,0.2,-4.2
CCCCCCNC(=O)C1CSCCS(=O)(=O)N1Cc1ccc(F)cc1 (configuration not stated),/,2.9,6.2,4.1,/,1.1,-2.6,0.0,-0.1,1.6
C[C@H](CO)N1C[C@H](C)[C@@H](CN(C)Cc2ccc3cccnc3c2)OCc2cnnn2CCCC1=O,4.2,-9.5,1.6,1.3,-0.5,3.4,1.2,-7.0,-0.5,3.2
CCOC(=O)C1=CC[C@@H](c2ccccc2)C(C#N)(C#N)[C@H]1/C=C/c1ccccc1,12.8,-5.5,4.5,4.8,-1.7,3.1,2.2,6.2,0.5,-1.8
N/C(=N\OC(=O)c1ccc(Cl)cc1[N+](=O)[O-])c1ccccn1,-2.9,8.1,0.8,2.5,3.9,4.5,0.8,1.4,0.2,0.5
O=C(c1cc2ccc([N+](=O)[O-])cc2oc1=O)N1CCOCC1,4.5,-9.8,4.2,10.4,5.5,0.2,3.3,-0.7,0.8,5.4
CC(C)c1[nH]nc2c1C1(CCN(Cc3ccccc3)CC1)C(C#N)=C(N)O2,10.0,3.1,-9.7,-31.4,0.3,-2.5,-0.1,0.8,1.6,-21.9
O=C(O)c1cc(Sc2ccc(Br)cc2)nc2ccccc12,5.9,8.2,-0.7,4.0,4.6,-3.8,0.8,-3.9,1.0,-7.8

# Three entries from above, arranged by count of non-hydrogen atoms, rising:
SMILES,ARFGAP1 inhibitor,TDP2 inh,ADAM17 inh,ADAM10 inh,ASAP1 inh,Tn6 DDE FP,LEDGF integ inh,DDE Tn7 FP inh,KLK7 zymogen act,PLCg1 inh
N/C(=N\OC(=O)c1ccc(Cl)cc1[N+](=O)[O-])c1ccccn1,-2.9,8.1,0.8,2.5,3.9,4.5,0.8,1.4,0.2,0.5
CCCCCCNC(=O)C1CSCCS(=O)(=O)N1Cc1ccc(F)cc1 (configuration not stated),/,2.9,6.2,4.1,/,1.1,-2.6,0.0,-0.1,1.6
CCOC(=O)C1=CC[C@@H](c2ccccc2)C(C#N)(C#N)[C@H]1/C=C/c1ccccc1,12.8,-5.5,4.5,4.8,-1.7,3.1,2.2,6.2,0.5,-1.8
